Bioassay records: PubChem BioAssay, several laboratories
TRAIL sens C8: viability loss with TRAIL in NB7+C8 cells, primary screen, TRAIL sensitizer project, cell-based, ATPlite luminescence; inhibition (viability loss, TRAIL sensitization), % at 10 µM; AID 624354, 2012; 1% of 360,000 active;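 active = compounds causing at least 50% loss of cell viability in the single-dose screen, relative to plate controls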
NCOA1 inh: SRC1 coactivator transcriptional activity inhibitors, primary screen, cell-based, luminescence; HEK293 GAL4-SRC1 luciferase reporter; inhibition, % at 3.6 µM; 0.12% of 360,000 active; AID 588354, 2011;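 active = inhibition above the campaign mean plus 3 SD, with each screening campaign given its own cutoff, cut at about 60% in these data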;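 also: 0% = DMSO treated cells and 100% = gossypol at 36 µM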
Target sequence (Q15788 whole entry, looked up, the tested form may be a part): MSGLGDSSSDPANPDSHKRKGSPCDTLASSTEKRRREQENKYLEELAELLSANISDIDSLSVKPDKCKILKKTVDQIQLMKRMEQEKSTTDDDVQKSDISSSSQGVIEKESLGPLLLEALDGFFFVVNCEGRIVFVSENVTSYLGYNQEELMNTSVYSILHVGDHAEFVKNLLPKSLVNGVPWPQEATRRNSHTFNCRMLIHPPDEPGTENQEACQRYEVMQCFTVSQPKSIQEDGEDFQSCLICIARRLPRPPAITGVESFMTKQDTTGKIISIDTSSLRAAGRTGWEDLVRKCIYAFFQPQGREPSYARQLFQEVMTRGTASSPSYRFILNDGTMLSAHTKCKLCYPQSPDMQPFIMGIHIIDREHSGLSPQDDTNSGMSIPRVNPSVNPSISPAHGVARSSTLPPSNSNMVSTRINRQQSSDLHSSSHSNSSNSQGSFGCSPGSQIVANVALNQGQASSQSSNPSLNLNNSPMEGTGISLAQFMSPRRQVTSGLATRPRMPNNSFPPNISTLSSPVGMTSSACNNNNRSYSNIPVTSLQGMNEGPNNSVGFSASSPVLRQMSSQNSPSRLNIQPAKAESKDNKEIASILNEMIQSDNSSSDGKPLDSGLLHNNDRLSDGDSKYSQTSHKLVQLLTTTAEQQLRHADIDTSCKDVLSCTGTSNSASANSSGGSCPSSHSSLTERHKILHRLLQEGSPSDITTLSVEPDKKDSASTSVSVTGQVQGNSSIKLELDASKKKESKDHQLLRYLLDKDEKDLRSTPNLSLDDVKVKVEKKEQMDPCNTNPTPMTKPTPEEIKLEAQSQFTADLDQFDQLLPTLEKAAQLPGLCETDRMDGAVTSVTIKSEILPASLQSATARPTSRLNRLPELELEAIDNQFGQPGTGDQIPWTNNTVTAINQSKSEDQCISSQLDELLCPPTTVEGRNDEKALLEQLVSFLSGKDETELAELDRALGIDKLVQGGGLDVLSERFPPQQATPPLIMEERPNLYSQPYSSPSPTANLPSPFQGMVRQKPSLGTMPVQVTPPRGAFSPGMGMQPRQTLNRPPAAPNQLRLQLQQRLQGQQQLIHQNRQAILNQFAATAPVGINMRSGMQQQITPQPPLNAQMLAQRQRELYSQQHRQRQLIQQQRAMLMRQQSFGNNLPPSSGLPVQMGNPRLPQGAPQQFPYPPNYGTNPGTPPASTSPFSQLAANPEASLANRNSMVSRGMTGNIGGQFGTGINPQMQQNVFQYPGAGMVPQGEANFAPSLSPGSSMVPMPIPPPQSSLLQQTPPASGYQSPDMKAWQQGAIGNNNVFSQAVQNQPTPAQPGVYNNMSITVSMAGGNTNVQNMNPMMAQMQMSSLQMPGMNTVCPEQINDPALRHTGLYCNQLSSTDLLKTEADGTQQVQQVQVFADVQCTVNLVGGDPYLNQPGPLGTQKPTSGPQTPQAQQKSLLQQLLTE
COUP-TFII inh: NR2F2 transcriptional activity inhibitors, primary screen, cell-based, luciferase reporter, HEK293T, luminescence. COUP transcription factor 2 (Homo sapiens), P24468. HEK293T NGFI-A luciferase reporter. inhibition, % at 8.6 µM. 0.7% of 370,000 active. AID 686940, 2013;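 active = inhibition above a per-plate cutoff, mean inhibition of test wells between control levels plus 3 SD, cut at about 38% in these data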;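 also: cells cotransfected with COUP-TFII expression vector driving the NGFI-A reporter; 0% = median of COUP-TF2 test wells and 100% = reporter-only cells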
NOD2-RIPK2 inh: NOD2-RIPK2 binding disruptors in cells, primary screen, fluorescence, CHO cells, BLA complementation | inhibition, % at 4.98 µM | CCF4 ratio | Receptor-interacting serine/threonine-protein kinase 2 (Homo sapiens), O43353 | AID 624267, 2012 | 0.38% of 360,000 active; in the data active = inhibition above about 21%;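 also: 0% = vehicle only and 100% = reference blocker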
NR5A2 inv ag: LRH-1 (NR5A2) inverse agonists, primary screen, cell-based, luminescence, HEK293T, StAR-luciferase reporter | Nuclear receptor subfamily 5 group A member 2 (Homo sapiens), O00482 | 0.13% of 360,000 active | LRH-1 transfected, 24 h | inhibition, % at 3.6 µM;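 active = inhibition above the mean inhibition of all tested compounds plus 3 SD, cut at about 73% in these data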;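 also: 0% = DMSO wells and 100% = reporter-only cells lacking LRH-1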
TLR9-MyD88 inh: inhibitors of TLR9-MyD88 association in cells, primary screen, cell-based, CHO, BLA complementation, fluorescence; Toll-like receptor 9 (Homo sapiens) + Myeloid differentiation primary response protein …; CCF4 FRET ratio; inhibition, % at 4.98 µM; 0.21% of 340,000 active;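 active = inhibition above the mean over all tested compounds plus 3 SD, cut at about 21% in these data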;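 also: 0% = DMSO only wells and 100% = clavulanate BLA inhibitor control wells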
SRC3 inh: SRC3 coactivator transcriptional activity inhibitors, primary screen, cell-based, luminescence | HEK293 GAL4-SRC3 luciferase reporter | inhibition, % at 3.6 µM | 0.17% of 360,000 active;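 active = inhibition above a per-campaign cutoff, the mean of all compounds plus 3 SD, cut at about 60% in these data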;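 also: 0% = DMSO-treated cells and 100% = gossypol-treated cells at 36 µM; higher means less SRC3-driven luciferase light from the GAL4 reporter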
EBV LMP1 NFkB: EBV LMP1-driven NF-kappaB luciferase reporter inhibitors, primary screen, cell-based, luminescence, single point; 0.69% of 350,000 active; LMP1-induced NF-kappaB luciferase reporter cells; inhibition, % at 12.5 µM; AID 504558, 2011; in the data active = inhibition above about 41%;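 also: 0% = neutral control wells and 100% = reference inhibitor control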
TWEAK Fn14 block: inhibitors of TWEAK-Fn14 signaling, primary screen, luciferase reporter cells, uHTS | TWEAK-stimulated Fn14 reporter cells, luciferase luminescence, 8 h | inhibition, % at 10 µM | 2% of 360,000 active | AID 1159606, 2016; in the data active = inhibition above about 50%
TROY signal inh: inhibitors of TROY-driven NF-kB signaling, primary screen, Q293 LMP1-TROYcd cells, NF-kB luciferase, uHTS; inhibition, % at 10 µM; Q293 LMP1-TROYcd NF-kB luciferase reporter, 4 h; 0.98% of 360,000 active;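 active = compounds whose plate-normalised and pattern-corrected inhibition of the luciferase reporter signal at the single screening dose is 50% or more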
NCOA2 inhibitor: inhibition of GAL4-SRC2 driven luciferase reporter, primary screen, SRC2 inhibitor project, cell-based, luminescence; HEK293 GAL4-SRC2 luciferase reporter; inhibition, % at 9 µM; 0.17% of 370,000 active;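 active = inhibition above the mean inhibition of all tested compounds plus 3 SD, set per campaign, cut at about 52% in these data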;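 also: 0% = DMSO treated cells and 100% = cells given Gossypol at 36 µM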
Numbers without * were called inactive; . = no result given.

SMILES	TRAIL sens C8	NCOA1 inh	COUP-TFII inh	NOD2-RIPK2 inh	NR5A2 inv ag	TLR9-MyD88 inh	SRC3 inh	EBV LMP1 NFkB	TWEAK Fn14 block	TROY signal inh	NCOA2 inhibitor
CC(C)[C@H]1COCCS(=O)(=O)N1Cc1ccccc1-c1cccc(Cl)c1	4	10	13	-3	29	-6	13	-2	5	-14	29
O=C1c2ccccc2S(=O)(=O)c2cc(C(=O)N3CCCC3)ccc21	-14	-17	23	0	-24	7	-13	-5	-13	10	-1
O=C(O)/C=C/c1ccc2noc(-c3ccccc3)c2c1	-37	6	-3	-13	3	-15	15	-22	46	6	13
CCCc1cc(=O)[nH]c(SCC(=O)N2C(C)CCCC2C)n1 (configuration not stated)	-10	10	-3	-11	13	4	3	-7	2	7	20
CC(C)S(=O)(=O)N1CCCC(c2cc(C(=O)NCc3ccccc3)no2)C1 (configuration not stated)	13	-1	-4	-3	11	.	-8	.	15	-6	-20
C=CCn1c2c(c(=O)[nH]c1=S)CN(C(C)c1ccccc1)CN2 (configuration not stated)	-5	5	-12	-2	14	12	7	3	0	3	10
CN(CC(=O)O)S(=O)(=O)c1ccc2[nH]c(=O)c(=O)[nH]c2c1	-7	6	-3	-8	3	0	4	1	-1	12	12
O=C(O)C1CC(c2ccc(F)cc2)=NO1 (configuration not stated)	1	-1	-4	0	2	5	-9	-2	3	-8	1
O=C(O)C1=CCCN(CCON=C(c2ccccc2)c2ccccc2)C1	0	-3	-3	-3	-6	6	-6	-5	9	-5	-23
C[C@H](NC(=O)c1nc[nH]c1C(=O)N[C@@H](Cc1ccccc1)C(=O)OCc1ccccc1)C(=O)OCc1ccccc1	-1	-12	18	-5	22	3	-28	-2	0	-4	-3
CC(C)(C)c1cccc(OCCCSc2ncccn2)c1	8	-22	3	-1	-33	-9	-15	-7	-1	-66	-17
Cc1ccn2c(=O)nc(SCC(=O)Nc3cc(C)on3)nc2c1	7	-11	24	2	-10	12	3	-3	-5	4	-19
CCOC(=O)C1=C(C)NC(C)=C(C(=O)OC)C1c1cccc([N+](=O)[O-])c1 (configuration not stated)	-6	6	-12	-7	-18	-9	-6	7	-27	0	10
COc1nc(C)cc(C)c1S(=O)(=O)c1ccccc1C	-12	-2	15	1	-19	0	-2	-2	-10	-27	3
COc1cccc(/C=N/NC(=O)C(=O)NCc2cccnc2)c1	5	-17	5	0	9	-2	19	-1	5	-2	12
O=C(Cn1cnc2c(NCc3ccccc3)ncnc21)NCc1ccccc1	20	5	-12	4	39	7	14	-9	30	20	8
Cc1cc(C)cc(C(=O)OCC(=O)NC(=O)NC2CCCC2)c1	-4	6	-15	-2	17	-13	-5	-1	-15	-17	2
CC(C)c1ccc(C2NC(=O)CCC2[N+](=O)[O-])cc1 (configuration not stated)	-7	7	-3	-4	-7	-4	-6	11	17	3	-11
CSc1ccc(CN2C(=O)NC3(CCCCC3)C2=O)cc1	0	-6	-13	-2	10	9	10	0	7	-2	-43
Cc1ccc(NC(=O)c2cc(S(=O)(=O)N3CCOCC3)c(Br)s2)cc1	-5	-15	12	15	9	-4	26	12	7	33	8
CCOC(=O)CSc1nc2c(c(=O)[nH]c(=O)n2C)n1CCc1ccccc1	-10	4	-4	-13	-1	-2	-2	-1	6	-5	7
Cc1cc(O)c(C(C)C)cc1NC(=S)Nc1cc(C(C)C)c(O)cc1C	-4	6	-8	-11	14	-8	1	-17	27	4	17
CCOC(=O)CNC(=O)CSc1nnc(Cn2c(=O)sc3ccccc32)n1-c1ccccc1C	-7	-7	-4	1	-4	-1	7	-21	-3	15	-24
CN(CC(=O)O/N=C(\N)c1ccccn1)S(=O)(=O)c1ccc(Br)cc1	-11	-41	-5	-13	-1	7	16	0	-10	-7	2
Cc1ccc(NC(=O)CCN2C(=O)C3C4CCC(C4)C3C2=O)cc1Cl (configuration not stated)	-6	9	-19	-8	-20	-3	-10	-11	-7	-24	-1
N#Cc1ccc(Oc2ccc(C#N)c(C#N)c2)cc1C#N	0	6	1	-10	7	-9	-10	3	3	0	8
CC(C)(C)c1nc2c(s1)CCc1onc(-c3ccc(Cl)cc3)c1-2	-20	-3	-1	-8	-12	-2	-5	-4	8	1	16
O=C(CCC1N=C2c3ccccc3N=C(SCc3ccccc3Cl)N2C1=O)NCc1ccco1 (configuration not stated)	0	-6	12	7	-12	4	3	-15	8	-21	-31
CC(NC(=S)Nc1ccccc1C(F)(F)F)C1CC2CCC1C2 (configuration not stated)	-2	21	-7	-1	1	7	-3	5	0	-6	20
CCCCN(C(=O)/C=C/c1ccco1)c1c(N)n(Cc2ccccc2)c(=O)[nH]c1=O	9	-6	-3	-14	1	-8	24	-4	7	13	10
COc1cc(C2C(C#N)=C(N)Oc3cc(C)n(CC4CCCO4)c(=O)c32)cc2c1OCO2 (configuration not stated)	9	1	-2	2	30	3	12	0	2	18	13
O=C(CN1CCCCCC1)Nc1ccc(Br)cc1	15	-24	-14	-10	-17	6	-3	-5	2	-30	-20
COc1ccc(NC(=O)CSc2nnc(-c3cccs3)n2N)cc1S(N)(=O)=O	-3	-6	10	6	16	3	4	-6	4	0	-13
O=C(O)CCc1ccc(-c2ccc(Br)cc2)o1	1	-22	13	-4	-13	-3	-8	-3	-19	-21	-17
Cc1ccnc2nc(C(=O)OCC(=O)c3ccc(Cl)cc3)nn12	-8	-17	5	0	1	6	0	-9	10	35	-14
Cc1cccnc1NC(=S)Nc1ncccc1C	48	-85	-20	-13	-142	7	-124	-16	-2	-63	-111
CCC(=O)Nc1c(C)cc(C)cc1Cl	1	11	15	3	9	-4	-10	0	10	.	0
CCc1nc2c(c(SC)nn2-c2ccccc2)c(N)c1C(=O)OC	-3	6	-2	-6	-20	2	-19	0	9	22	-3
CCCc1c(-c2ccc(F)cc2F)ncn1Cc1cccc(-c2ccccc2)c1	14	.	29	-14	2	.	.	.	.	.	13
CC(=O)Nc1cccc(NC(=O)CSc2nccn2Cc2ccccc2)c1	-7	-27	-7	-1	12	-4	28	10	11	30	10
CCOc1ccccc1N1CCN(C2=C(NS(=O)(=O)c3cccs3)C(=O)c3ccccc3C2=O)CC1	5	-57	4	2	10	-11	6	7	11	0	-4
Cc1cccn2c(=O)nc(SCC(=O)N3CCOCC3)nc12	5	-21	-18	0	-20	6	-2	0	-32	19	-48
O=C(Cn1ccc(NC(=O)OCc2ccccc2)nc1=O)NCC1CCCO1 (configuration not stated)	-9	-34	-2	-5	13	9	2	1	10	-1	-9
Cc1ccc2cc(NC(=O)Cc3ccccc3)ccc2n1	25	-123	-49	-4	-129	.	-96	-30	10	-41	-85
O=C(c1ccc2c(=O)n3c(nc2c1)CCCCC3)N1CCN(c2ccc(Cl)cc2)CC1	-4	0	7	5	19	0	5	-6	-21	2	6
CC(=O)NNC(=O)c1sc(=S)n(C)c1C	-1	-21	14	10	-17	-5	17	5	-1	-24	-12
COCCN(CC(=O)Nc1cccc(C)c1C)C(=O)Cc1cccs1	4	-11	11	-6	-2	-7	14	3	11	0	12
CCOc1ccc(NC(=O)CN(C)S(=O)(=O)c2cnc[nH]2)cc1	6	-18	-14	-2	0	-12	9	4	10	-12	-1
CCc1nn(CCCC(=O)NCc2ccccc2Br)c(=O)c2cc3occc3n12	3	8	-6	-3	-19	-4	19	3	-23	-7	-26
COc1ccc2nc(NC(=O)c3ccco3)sc2c1	67*	-106	2	-7	-145	4	-63	16	81*	35	-6
COC(C[C@@H]1O[C@H]1[C@H](O)COCc1ccccc1)OC	-2	7	-18	-13	-7	-9	-14	0	-12	-13	-8
COCCNC(=O)c1cc2sccc2n1C	-4	2	2	-18	3	8	5	-5	1	-6	20
CCOC(=O)Cc1cc(=O)n2[nH]cc(-c3ccc(Cl)cc3)c2n1	0	5	10	-10	16	-12	6	-6	-14	8	9
Cc1ccccc1OCC(=O)N1CCCCCCC1	-10	-9	-5	-4	4	-15	-8	-2	-7	22	-8
COc1ccc(-c2oc3cccnc3c2C#CCO)cc1	11	-2	.	-6	16	-14	1	2	-10	-11	.
CCOC(=O)c1c(NC(=O)C(C)OC(=O)C2=COCCO2)sc2c1CCCC2 (configuration not stated)	12	3	.	-5	-17	-11	20	3	-16	32	.
COc1ccc(-c2ccc(N(C)C)cc2)cc1[C@H]1[C@@H]2C=CCC[C@@]2(C)C(=O)N1Cc1ccccc1	15	-4	-2	3	-12	-7	1	-8	-17	7	16
O=C(Cc1ccccc1F)NC1CCCN(Cc2ccc(Cl)cc2)C1 (configuration not stated)	-8	19	-10	1	-13	-3	0	10	13	0	0
COC(=O)[C@@H]1C[C@H]2CC[C@H](O)C[C@H]2N1Cc1ccc(N2CCN(C)CC2)cc1	7	-3	0	-3	6	-4	-3	-4	-2	4	8
O[C@H]1C[C@H](c2ccccc2)N(Cc2cccs2)C[C@@H]1n1cc(-c2ccc(F)cc2)nn1	-3	-9	4	5	8	3	-20	11	2	-5	7
(more compounds)
SMILES	TRAIL sens C8	NCOA1 inh	COUP-TFII inh	NOD2-RIPK2 inh	NR5A2 inv ag	TLR9-MyD88 inh	SRC3 inh	EBV LMP1 NFkB	TWEAK Fn14 block	TROY signal inh	NCOA2 inhibitor
COc1cc(OC)c2ccc(=O)oc2c1C(CCN1CCN(c2ccccc2)CC1)c1ccc2c(c1)OCO2 (configuration not stated)	9	-3	-9	6	3	-6	0	7	-16	-2	13
CCOC(=O)N1CCC2(CC1)C(C#N)=C(N)Oc1n[nH]c(C)c12	-18	1	-5	-7	18	7	4	2	19	0	-10
Cc1ccc(C(=O)CCC(=O)Nc2cc(C)ccn2)cc1	-4	-44	-23	-9	-3	4	-33	4	-8	-24	-31
CC1CCN(C(=O)C2CCCN(S(=O)(=O)c3cccc4nsnc34)C2)CC1 (configuration not stated)	-3	-3	8	-1	17	-2	-2	6	3	-8	17
COC(=O)c1sc(NC(=O)c2c(C)noc2C)nc1C	8	-15	-8	-17	7	-1	14	-2	-23	-1	9
Cc1ccc(CNC(=O)C2CCC(=O)N2Cc2ccc(F)cc2)cc1 (configuration not stated)	12	-5	23	1	14	6	-22	-2	-18	5	-39
O=C(NCCc1csc(-c2ccccc2)n1)c1ccc(Br)o1	-4	8	14	1	4	6	4	0	4	14	11
O=c1c2[nH]c3ccc(F)cc3c2nc2n1CCCS2	2	-11	6	12	9	7	11	-11	17	-12	-17
Cc1ccc2oc(C(=O)Nc3ccc(S(=O)(=O)Nc4ncccn4)cc3)c(C)c2c1	10	-80	-9	-6	-5	-17	8	4	-9	-4	-15

Some of the compounds tested; the hit share may differ from the screen's.
